High-throughput results (PubChem)
IDH1 R132H inh: blocks human mutant IDH1 R132H enzyme; actives 0.093% (n = 390,000); IDH1-R132H enzyme, NADPH consumption, diaphorase/resazurin fluorescence; O75874; Potency, µM (titrated, usually from 76.6 µM), for the others: at the top dose activity change, negative = inhibition, usual class: inhibitors; AID 602179; further: potency means the concentration at half of the fitted maximal effect; on the % scale 0 is the no-effect control and ±100 the full control effect; nearly all actives have a fitted effect of over 65% in size
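IDH1-R132H (0.5 ug/mL dispensed) in pH 7.5 Tris buffer was preincubated 30 min with compound, then given a substrate mix of 0.016 mM NADPH and 2 mM alpha-KG for 80 min at room temperature; remaining NADPH was read by diaphorase/resazurin fluorescence.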
Tb PGK inh: T. brucei PGK inhibition; P07378; PGK/GAPDH coupled, Kinase-Glo luminescence, 60 min; Potency, µM (titrated, usually from 57.5 µM), inactives show at the highest dose activity change, negative = inhibition, actives largely listed as inhibitors; actives 0.043% (n = 380,000); AID 602233; further: potency means the concentration at half of the fitted maximal effect; on the % scale 0 is the no-effect control and ±100 the full control effect; nearly all actives have a fitted effect of over 60% in size
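Recombinant glycosomal PGK reaction used 1,3-bisphosphoglycerate generated in-well by GAPDH (100nM final) in 100mM TEA pH 7.6, 5mM MgCl2, 0.01% Tween-20. After 60 minutes at room temperature, ATP was read by Kinase-Glo Plus luminescence end-point.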
GLS inh: blocks human kidney-isoform glutaminase activity | GLS enzymatic activity, qHTS titration | Potency, µM (doses to about 45.5 µM), without a hit: top-dose activity change, negative = inhibition, usual class: inhibitors | actives 0.21% (n = 410,000); further: potency means the concentration at half of the fitted maximal effect; on the % scale 0 is the no-effect control and ±100 the full control effect
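Read-out is an Amplex red fluorescence increase coupled through glutamate oxidase and HRP, measured before and after 30 min room-temperature incubation. hKGA is in 45 mM KH2PO4 (pH 8.2) with 0.02% Tween-20; glutamine added as 1mM solution.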
TrxR1 substrate: rat thioredoxin reductase 1 substrate activity | Potency, µM (top dose mostly 114 µM), without a hit: at the highest dose activity change, negative = substrate turnover | O89049 | purified TrxR1 substrate turnover, NADPH consumption readout | actives 0.01% (n = 390,000) | AID 588456; further: potency means the concentration at half of the fitted maximal effect; on the % scale 0 is the no-effect control and ±100 the full control effect; nearly all actives have a fitted effect of over 50% in size
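Rat TrxR1, dispensed at 90 nM, was prereduced with 400 uM NADPH (final) for 5 min at ~22 deg C, then incubated with compound 15 min before 400 uM selenite. A first-read NADPH fluorescence drop versus no-compound background flagged substrates.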
USP1 inh: inhibitors of human USP1/UAF1 deubiquitinase; O94782; recombinant USP1/UAF1, Ub-Rhodamine cleavage fluorescence; Potency, µM (series often up to 57.1 µM), without a hit: at the highest dose activity change, negative = inhibition, most hits filed as inhibitors; actives 0.23% (n = 390,000); AID 743255; further: potency means the concentration at half of the fitted maximal effect; on the % scale 0 is the no-effect control and ±100 the full control effect; nearly all actives have a fitted effect of over 60% in size; inactives centre near -12
Target sequence (O94782 whole entry, looked up): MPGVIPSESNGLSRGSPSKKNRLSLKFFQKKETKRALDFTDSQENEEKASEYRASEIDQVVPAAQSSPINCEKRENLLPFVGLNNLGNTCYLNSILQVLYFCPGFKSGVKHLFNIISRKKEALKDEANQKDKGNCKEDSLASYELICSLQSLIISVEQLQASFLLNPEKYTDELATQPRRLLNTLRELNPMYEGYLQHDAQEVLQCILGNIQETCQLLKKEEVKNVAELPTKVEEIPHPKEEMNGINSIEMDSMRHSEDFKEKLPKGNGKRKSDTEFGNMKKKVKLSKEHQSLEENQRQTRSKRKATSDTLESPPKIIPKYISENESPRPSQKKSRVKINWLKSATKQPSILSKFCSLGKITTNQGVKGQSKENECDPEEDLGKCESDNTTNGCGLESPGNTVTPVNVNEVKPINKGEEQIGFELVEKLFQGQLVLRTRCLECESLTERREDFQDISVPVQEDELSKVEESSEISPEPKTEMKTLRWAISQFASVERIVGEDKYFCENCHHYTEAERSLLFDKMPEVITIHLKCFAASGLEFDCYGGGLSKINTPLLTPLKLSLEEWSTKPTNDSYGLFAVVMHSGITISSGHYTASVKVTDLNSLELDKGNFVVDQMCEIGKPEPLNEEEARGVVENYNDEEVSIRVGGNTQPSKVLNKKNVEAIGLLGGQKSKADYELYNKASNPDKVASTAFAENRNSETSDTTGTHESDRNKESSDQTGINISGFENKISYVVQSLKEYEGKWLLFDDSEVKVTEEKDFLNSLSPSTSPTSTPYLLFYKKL
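In this screen, compounds sit with the deubiquitinase complex (1nM) for 15 min at room temperature before Ub-Rho is added at 150nM final. Fluorescence rise is then followed for 6 reads every 60 seconds.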
PI4K2A block: PI4K2A (human) kinase inhibition | activity change, negative = inhibition, % at 76.9 µM | AID 1346378 | purified PI4K2A, ADP-Glo luminescence, 1 h; hits give low values | actives 0.13% (n = 420,000); in the data active means activity change below about -50%; inconclusive means mostly about -30% to -49%;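 further: -100% = wells without enzyme as full effect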
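PI4K2A activity was measured by ADP-Glo luminescence: enzyme (4 ug/mL stock) and phosphatidylinositol (1.2 mM stock) in Tris pH 7.5/MgCl2/EGTA/Triton X-100 buffer were reacted with ATP (300 microM stock) for one hour at ambient temperature.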
rTrxR1 inhibitor: blocks rat thioredoxin reductase 1. Potency, µM (doses to about 114 µM), for the others: at the highest dose activity change, negative = inhibition, hits mostly inhibitors. actives 1% (n = 390,000). AID 588453. O89049. recombinant rTrxR1, NADPH fluorescence consumption, selenite substrate; further: potency means the concentration at half of the fitted maximal effect; on the % scale 0 is the no-effect control and ±100 the full control effect; nearly all actives have a fitted effect of over 65% in size
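Rat TrxR1 (90 nM in the dispensed reagent) was pre-reduced with 400 uM NADPH for 5 min at room temperature, then incubated with compound for 15 min. After 400 uM selenite was added, NADPH fluorescence (Ex 340/Em 450 nm) was followed for 8 min.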
Pin1 inh: human Pin1 inhibition; Pin1 FP peptide displacement, HiFluor488, 10 min; Q13526; actives 0.009% (n = 390,000); AID 504891; Potency, µM (top dose mostly 115 µM), inactives show at the highest dose activity, negative = inhibition, most hits filed as inhibitors; active means well fitted inhibition curve with a large enough effect in the polarisation, with a control signal flat, not every such curve was filed as active; inconclusive means small, poorly fitted or top-dose-only effect, or effect the other way, or a change in a side signal; inactive means no such curve, though single readings can be large or run the other way; the % refers to the polarisation; further: potency means the concentration at half of the fitted maximal effect; on the % scale 0 is the no-effect control and ±100 the full control effect
Target sequence (Q13526 whole entry, looked up): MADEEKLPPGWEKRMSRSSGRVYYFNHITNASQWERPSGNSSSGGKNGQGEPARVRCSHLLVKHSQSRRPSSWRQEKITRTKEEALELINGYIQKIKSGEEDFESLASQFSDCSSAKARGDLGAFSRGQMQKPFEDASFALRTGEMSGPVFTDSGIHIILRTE
HP1b binding inh: inhibitors of HP1-beta chromodomain binding to methylated histone tails | actives 0.56% (n = 390,000) | AlphaScreen HP1-beta / biotin-H3K9me3 peptide binding | Potency, µM (series often up to 114 µM), without a hit: at the top dose activity change, negative = inhibition, hits mostly inhibitors | P83916 | AID 540317; further: potency means the concentration at half of the fitted maximal effect; nearly all actives have a fitted effect of over 70% in size; inactives centre near 23
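Compound inhibition of the preformed complex between 50 nM HP1-beta and 50 nM biotinylated H3K9me3 peptide was read by AlphaScreen. Buffer was PBS pH 7.4 with 0.01% Tween-20. Incubations ran 30 min at room temperature, with 10 ug/mL donor/acceptor beads.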
Active calls of the source: *; i = inactive; ? = inconclusive; . = no result given; [ ] = remark or other dose. Unless noted, the call rests on the fitted dose curve; in most records, active means well fitted curve in the direction sought with a large enough effect; inconclusive means small, poorly fitted or top-dose-only effect, or another doubt; inactive means no such curve, though single readings can be large; an effect the other way counts as inactive or inconclusive. This is a subset; rates above refer to the full screens.

SMILES | IDH1 R132H inh | Tb PGK inh | GLS inh | TrxR1 substrate | USP1 inh | PI4K2A block | rTrxR1 inhibitor | Pin1 inh | HP1b binding inh
CCOP(=O)(OCC)c1ccccc1OCP(C)(=O)COc1ccccc1P(=O)(OCC)OCC | -13% | i | -10% | -7%[11.4 µM] | 2% | -1 | -10%[11.4 µM] | 2% | 1%
Cc1ccc2cc(C#N)c(N3CCCN(C(=O)C4CCCO4)CC3)nc2c1C (stereo unspecified) | 5% | 0% | 4% | 17% | -14% | -1 | -16% | 9% | 82%[activator]
COc1ccccc1Nc1nc(C)cc(C)c1C(N)=O | -4% | i | 11% | -10% | -10% | -2 | -13% | ? | 55%[activator]
O=C(COC(=O)CSc1ccc2ccccc2c1)NC1CC1 | -1% | -8% | 2% | 7%[0.0914 µM] | -3% | -3 | 8%[0.0914 µM] | -1% | 10%
COc1ccc(C)cc1S(=O)(=O)n1c([N+](=O)[O-])cnc1C | -1% | i | -19% | -6% | -18% | -6 | 7% | -4% | 31%
O=C(c1c(F)cccc1F)N1CCN(c2ncc(Br)cn2)CC1 | -2% | -5% | -8% | 11%[57.1 µM] | -4% | 4 | -6%[57.1 µM] | 5% | 23%
CCOC(=O)C1=C(N)OC2=C(C(=O)CCC2)C1c1sccc1C (stereo unspecified) | 13% | . | -4% | -1% | -17% | 0 | 4% | -5% | 60%[activator]
CCN(CCCNC(=O)C1CCN(S(=O)(=O)c2c(C)[nH]c(=O)[nH]c2=O)CC1)c1cccc(C)c1 | 1% | 6% | -5% | 10% | -2% | 6 | -1%[57.1 µM] | 0% | 33%
CCNC(=O)c1ccc(NC(=O)CC2SC(N3CCCCC3)=NC2=O)cc1 (stereo unspecified) | -3% | -9% | 0% | 1% | -14% | -6 | -5% | -1% | 18%
COc1ccc(OC)c(S(=O)(=O)Nc2cc3c(C(C)=O)c(C)oc3c3ccccc23)c1 | -12% | -12% | 5% | -2% | -16% | -1 | 15% | 3% | -1%
O=C(/C=C/c1cccc([N+](=O)[O-])c1)N1CCOCC1 | 10% | -5% | 6% | -6% | -4% | -1 | 1%[57.1 µM] | ? | 6%
CNc1nc(-c2ccccc2)[n+](-c2ccc(C)cc2)s1 | 3% | i | ? | -22%[57.1 µM] | -15% | -4 | -37% | 0% | 11µM*
CCCCc1cc(=O)oc2c(C)c(OCC(=O)N3C[C@H]4C[C@@H](C3)c3cccc(=O)n3C4)ccc12 | -13% | -10% | -5% | 7%[57.1 µM] | -1% | 0 | 6%[57.1 µM] | 0% | 33%
COC(=O)c1ccc(N2CCN(C)CC2)c(NC(=O)c2ccc(Br)o2)c1 | 8% | -12% | 14% | 6% | -29% | -3 | 30% | -7% | 14%
CCCCCCNC(=O)CCNS(=O)(=O)c1ccc(C)cc1 | -4% | -4% | 5% | -3% | -7% | 1 | 5% | -7% | 22%
Cc1cc2nc3n(c2cc1C)CC1CC(C(=O)NCc2ccco2)N(C)C31 (stereo unspecified) | -1% | 2% | 0% | 7% | -23% | 1 | 16% | 0% | 43%[activator]
CC(C)Cn1c(-c2csc3c2CCCC3)n[nH]c1=S | 2% | -8% | ? | -13% | -10% | 4 | -31% | 3% | 1%
CCn1c(SCC(=O)Nc2cc(C)ccc2F)nnc1-c1ccccc1O | 11% | -4% | 10% | 0% | ? | -5 | 16% | -1% | 33%
CCN(CC)C(=O)[C@H]1C[C@H](CC(=O)NCc2cccc(C(F)(F)F)c2)C(=O)N2CCc3c([nH]c4cc(CCC(=O)N(C)C)ccc34)[C@]12C | 5%[38.3 µM] | -2% | 6% | 0% | -20% | -1 | 10% | -5% | 4%
C=CCN1CN=C(NS(=O)(=O)c2ccc(NC(C)=O)cc2)NC1 | -6% | . | -5% | 3% | -10% | 2 | 15% | -4% | 50%[activator]
O=C(COC(=O)C1CC2CCCC(C1)C2=O)c1cccc(Br)c1 (stereo unspecified) | -3% | i | -2% | -5% | -15% | -2 | 9% | 7% | 51%[activator]
CC(C)c1nc2cc(C(=O)NC(C)c3cnn(C)c3)ccc2o1 (stereo unspecified) | -3% | i | -13% | 0% | -10% | 7 | 20% | -1% | 50%[activator]
CCOCCc1nn2c(=O)cc(COC(=O)CNC(=O)c3ccc(F)cc3)nc2s1 | 7% | -6% | 3% | 4%[57.1 µM] | -23% | 4 | 10%[57.1 µM] | -1% | 49%[activator]
CCOc1ccc(N2CC(C(=O)Nc3cc(S(=O)(=O)N4CCCCC4)ccc3C)CC2=O)cc1 (stereo unspecified) | 7% | -8% | 7% | -13% | 3% | -3 | -10% | -7% | 1%
O=C(COc1ccccc1/C=C\c1nc(O)c([N+](=O)[O-])c(=O)[nH]1)Nc1ccccc1 | ? | 7% | ? | -10%[57.1 µM] | -15% | -27 | -19%[57.1 µM] | ? | -10%

Entries of single compounds as entered above. Order of values: IDH1 R132H inh | Tb PGK inh | GLS inh | TrxR1 substrate | USP1 inh | PI4K2A block | rTrxR1 inhibitor | Pin1 inh | HP1b binding inh
Shown for CCCCCCNC(=O)CCNS(=O)(=O)c1ccc(C)cc1 : -4% | -4% | 5% | -3% | -7% | 1 | 5% | -7% | 22%
Shown for O=C(c1c(F)cccc1F)N1CCN(c2ncc(Br)cn2)CC1 : -2% | -5% | -8% | 11%[57.1 µM] | -4% | 4 | -6%[57.1 µM] | 5% | 23%
Shown for CCOP(=O)(OCC)c1ccccc1OCP(C)(=O)COc1ccccc1P(=O)(OCC)OCC : -13% | i | -10% | -7%[11.4 µM] | 2% | -1 | -10%[11.4 µM] | 2% | 1%

Continuation:
SMILES | IDH1 R132H inh | Tb PGK inh | GLS inh | TrxR1 substrate | USP1 inh | PI4K2A block | rTrxR1 inhibitor | Pin1 inh | HP1b binding inh
Cc1cccc(NC(=O)c2ccc(S(=O)(=O)N3CCOCC3)cc2)c1C | 2% | -6% | 7% | -1%[57.1 µM] | -14% | -1 | 11%[57.1 µM] | 0% | 20%
CCOC(=O)CNC(=O)C(CC(C)C)NC(=O)C1CCCCC1 (stereo unspecified) | 0% | -2% | 7% | 0% | -16% | -2 | 0% | -4% | 12%
CCOC(=O)C1(C(C)(C)CC)CC(CSc2nc3ccccc3[nH]2)OC1=O (stereo unspecified) | 17% | 6% | 4% | -11% | -19% | -4 | -6% | -1% | 88%[activator]
COc1cc(NS(=O)(=O)c2ccc(NC(=O)Cc3ccccc3)cc2)nc(OC)n1 | 2% | i | 6% | -1%[57.1 µM] | -16% | -2 | -3%[57.1 µM] | -8% | 37%[activator]
CCCNC(=O)C1(CC2CC(c3ccccc3)=NO2)CCN(C(=O)Cc2ccc(F)cc2)CC1 (stereo unspecified) | 5% | -2% | -3% | 7%[57.1 µM] | -12% | -3 | 22%[57.1 µM] | -7% | 28%
CC(=NNC(=O)c1cccs1)c1ccc2c(c1)OCCO2 | -16% | -4% | -1% | -3% | -7% | 4 | 8% | ? | 29%
Cc1cccc(C)c1NC(=O)[C@@]1(CC(=O)O)CC(/C=C/c2ccccc2)=NO1 | 0% | -5% | -7% | 3% | -20% | 0 | 10% | -2% | 38%
CCNc1nc(NCC)nc(SCCOC(=O)c2ccccc2)n1 | 10% | 0% | 8% | -7% | -19% | 2 | -3% | 2% | 40%[activator]
CCC(=O)N1N=C(c2cccc(NS(C)(=O)=O)c2)CC1c1cccs1 (stereo unspecified) | 1% | i | 7% | -14% | -8% | -1 | -21% | 3% | 17%
O=C(CCl)Nc1cn(-c2ccccc2)nc1-c1ccccc1 | -1% | 13% | 0% | 4% | -18% | 0 | 13µM* | 24% | 69%[activator]
Cc1cc(C)n(-c2ccc(NC(=O)C3CCCCN3C(=O)c3cccs3)cc2)n1 (stereo unspecified) | 0% | 3% | 9% | -8% | -15% | -2 | -12% | 6% | 42%[activator]
O=[N+]([O-])c1cccc(/C=N/n2c(-c3cccnc3)n[nH]c2=S)c1 | -1% | -1% | ? | -7% | -18% | 0 | ? | -8% | ?
CCS(=O)(=O)N1CCc2cc(C(=O)NCc3ccccc3)ccc21 | -6% | 1% | 4% | -3% | 2% | 0 | 12% | -1% | 19%
COc1ccc(NS(=O)(=O)c2ccc(OC)c(NC(=O)CCC3CCCC3)c2)cc1 | 5% | -1% | 8% | -15% | -3% | -6 | -5% | -3% | -3%

Ordered by value in USP1 inh (falling): 3 from the list above.
SMILES | IDH1 R132H inh | Tb PGK inh | GLS inh | TrxR1 substrate | USP1 inh | PI4K2A block | rTrxR1 inhibitor | Pin1 inh | HP1b binding inh
CC(C)Cn1c(-c2csc3c2CCCC3)n[nH]c1=S | 2% | -8% | ? | -13% | -10% | 4 | -31% | 3% | 1%
CCCNC(=O)C1(CC2CC(c3ccccc3)=NO2)CCN(C(=O)Cc2ccc(F)cc2)CC1 (stereo unspecified) | 5% | -2% | -3% | 7%[57.1 µM] | -12% | -3 | 22%[57.1 µM] | -7% | 28%
O=C(CCl)Nc1cn(-c2ccccc2)nc1-c1ccccc1 | -1% | 13% | 0% | 4% | -18% | 0 | 13µM* | 24% | 69%[activator]
